# ABHD4 inh: inhibitors of mouse ABHD4; Q8VD66; purified mABHD4, FP-Rh probe fluorescence polarization; inhibition, % at 8.92 µM; 0.54% of 370,000 active;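 active = inhibition exceeding the mean over every tested compound plus 3 SD, cut at about 30% in these data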;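 note: 0% = plate median of compound wells and 100% = S159A mutant with DMSO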
# Target sequence (Q8VD66 whole entry, looked up): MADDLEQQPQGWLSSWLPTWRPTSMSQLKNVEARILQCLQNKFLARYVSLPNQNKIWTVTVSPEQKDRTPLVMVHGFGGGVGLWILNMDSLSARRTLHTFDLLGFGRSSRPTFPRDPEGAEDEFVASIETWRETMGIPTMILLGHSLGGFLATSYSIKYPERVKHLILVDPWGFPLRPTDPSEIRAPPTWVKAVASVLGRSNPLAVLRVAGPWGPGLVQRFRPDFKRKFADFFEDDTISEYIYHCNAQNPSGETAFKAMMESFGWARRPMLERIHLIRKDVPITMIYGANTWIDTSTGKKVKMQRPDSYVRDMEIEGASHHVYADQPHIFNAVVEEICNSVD
#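 Assay system: wild-type mouse ABHD4 protein; compound: single nominal dose of 8.92 µM, 0.89% DMSO final; schedule: 45 min + 60 min at 25 °C; measured by: FP readout, ex 525 nm / em 598 nm; evaluation: % inhibition of FP-Rh probe binding versus controls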
# HTRA1 inh: HTRA1 (human) protease inhibition; Q92743; recombinant HTRA1, FP-rhodamine activity-based probe, fluorescence polarization; inhibition, % at 5.96 µM; 0.5% of 340,000 active; AID 504803; in the data active = inhibition above about 36%;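 note: 0% = enzyme with DMSO and 100% = wells lacking enzyme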
# Target sequence (Q92743 whole entry, looked up): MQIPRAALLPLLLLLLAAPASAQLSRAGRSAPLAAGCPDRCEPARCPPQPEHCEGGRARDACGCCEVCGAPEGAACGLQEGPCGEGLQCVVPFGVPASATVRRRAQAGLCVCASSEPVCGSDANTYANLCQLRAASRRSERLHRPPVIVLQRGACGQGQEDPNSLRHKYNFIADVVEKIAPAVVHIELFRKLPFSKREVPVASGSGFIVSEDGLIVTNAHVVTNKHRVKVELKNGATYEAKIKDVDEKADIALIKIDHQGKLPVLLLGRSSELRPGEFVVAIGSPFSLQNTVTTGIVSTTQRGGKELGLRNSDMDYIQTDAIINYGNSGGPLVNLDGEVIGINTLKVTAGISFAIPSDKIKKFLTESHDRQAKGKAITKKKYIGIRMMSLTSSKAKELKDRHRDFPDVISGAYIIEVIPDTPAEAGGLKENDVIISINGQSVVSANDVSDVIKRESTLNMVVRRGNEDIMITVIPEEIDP
# rCAG RNA binder: r(CAG) repeat RNA binding; TO-PRO-1 dye displacement fluorescence; inhibition, % at 3 µM; 1.3% of 370,000 active; AID 651821;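 active = inhibition above the plate cutoff, the mean of all test compounds on that plate plus 3 SD, cut at about 35% in these data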;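 note: 0% = DMSO alone and 100% = 100 µM mitoxantrone as full dye displacement; higher means more dye released from RNA so lower well fluorescence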
# PRMT1 FP inh: blocks human protein arginine methyltransferase 1; 1.3% of 370,000 active; Q99873; inhibition, % at 2.79 µM; AID 652257; recombinant PRMT1, activity-based probe fluorescence polarization;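 active = inhibition above about 21% made by adding two undisclosed values, limit read from the data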
# TDP2 inh: TDP2 (human) inhibition, absorbance primary screen. AID 720702. 0.34% of 370,000 active. recombinant TDP2, T5PNP hydrolysis, p-nitrophenol absorbance 415 nm. inhibition, % at 12.8 µM;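 active = inhibition above the mean of all tested compounds plus 3 SD, set per campaign, cut at about 25% in these data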;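 note: 0% = DMSO with enzyme and 100% = buffer with substrate but no TDP2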
#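 Test system: human TDP2 enzyme; Input: 120 nM TDP2 per well; Buffer or medium: Mg2+-containing Tris-HCl buffer, pH 7.5; Reagent: 5 mM T5PNP; Dosing: 12.8 µM single point, 1% DMSO; Incubation: reaction 2 h, 37 °C; Detection: p-Nitrophenol epi absorbance; Read-out: % inhibition relative to enzyme-containing and enzyme-free wells; Replicates: single well per compound.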
# GC-B act: GC-B (human) receptor activation | P20594 | HEK293-GC-B cells, CNP EC30, cGMP TR-FRET; 0% at EC30 CNP, 100% saturating CNP | activation, % at 10 µM | 0.11% of 370,000 active | AID 1920062;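 active = activation at 10 µM reaching about 35% in either raw or pattern-adjusted values, limit read from the data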
# MBD2 inh: MBD2-methylated oligo binding inhibition; Q9UBB5; TR-FRET, MBD2 binding to methylated oligonucleotide; inhibition, % at 4.4 µM; 0.31% of 370,000 active; AID 686964; in the data active = inhibition above about 13%
# SIAE inh: inhibitors of human sialic acid acetylesterase SIAE | Q9HAT2 | SIAE FP-Rh probe binding, fluorescence polarization | inhibition, % at 9.66 µM | 0.69% of 370,000 active | AID 1053197;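 active = inhibition above a cutoff: mean of compounds within the control limits plus 3 SD of those, cut at about 17% in these data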;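 note: 0% = plate median of compound wells and 100% = probe without SIAE protein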
# LEDGF integ inh: blocks HIV-1 LEDGF/p75-dependent DNA integration. inhibition, % at 3.7 µM. TR-FRET IN-LEDGF/p75 DNA integration, Eu/Cy5. 0.64% of 370,000 active;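 active = inhibition above the screen-wide mean plus 3 SD, cut at about 13% in these data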;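 note: signal is the Cy5 over europium emission ratio at 671 and 618 nm; 0% = plate median of compound wells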
# TCR CD3 inh: inhibitors of human TCR-CD3 interaction. TAMRA-labeled TCR probe fluorescence, biochemical. inhibition, % at 9.4 µM. 0.37% of 360,000 active. AID 651800; in the data active = inhibition above about 19%;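 note: recombinant mutant TCR 2C K166C tagged with TAMRA read by polarization; 0% = receptor in buffer alone and 100% = receptor with positive control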
# An asterisk follows results filed as active; x = no result given.
SMILES,ABHD4 inh,HTRA1 inh,rCAG RNA binder,PRMT1 FP inh,TDP2 inh,GC-B act,MBD2 inh,SIAE inh,LEDGF integ inh,TCR CD3 inh
Cc1ccc(NC(=O)CCNS(=O)(=O)c2ccc3c(c2)c(=O)n(C)c(=O)n3C)cc1C,1,-8,0,1,-9,3,5,-5,-3,-1
COc1cc(CNc2cc(C)ccc2C)cc(OC)c1OC,-5,3,-4,0,4,3,1,24*,-1,2
O=C(NCCN1CCc2ccccc2C1)Nc1ccc(F)cc1,3,0,-1,0,5,0,-5,3,-3,5
COC(=O)c1cc(COc2ccc3oc(C)c(C(=O)OC(C)C)c3c2)c(C)o1,0,-3,-2,-1,3,0,5,-1,0,-2
COc1ccc(C(c2sc3nc(C)nn3c2O)N2CCC(C(N)=O)CC2)cc1OC (stereo not given),7,-10,1,2,-1,2,0,4,-4,-6
O=C(COC(=O)c1ccccc1)NCC1COc2ccccc2O1 (stereo not given),2,-2,1,-1,5,6,-3,-2,0,-4
CCCCN(CCCNC(=O)c1c(C)cc(=O)oc1C)c1ccccc1,11,-3,-1,2,1,-1,-7,0,-4,3
CCN1CCN(c2ccc(S(=O)(=O)N3CCOCC3)cc2N)CC1,-6,15,2,-4,5,-2,-1,-1,-1,2
O=C(NCCc1ccccn1)c1cc(-c2ccc(Cl)c(Cl)c2Cl)nc2ccccc12,-9,-18,2,0,-5,3,3,-4,1,4
COc1cc(-c2nc(C(=O)NCC3CCCO3)cc3c2[nH]c2ccccc23)cc(OC)c1OC (stereo not given),6,-53,4,1,-4,59*,-1,-9,-2,1
O=C1CN(C(=O)c2cccc(F)c2)C(c2ccc(F)cc2)c2cc(F)ccc2N1 (stereo not given),-2,-5,0,0,2,-3,2,-8,-6,7
CCN(CC)c1ccc(NC(=O)Cn2c(C(C)NC(=O)c3ccccc3)nc3ccccc32)cc1 (stereo not given),3,4,2,1,8,3,-1,2,-1,5
COC(=O)[C@]12C[C@H](CC(=O)NCc3cccc(C(F)(F)F)c3)C(=O)N(CCC3=CCCCC3)C1=C[C@H](COCc1ccccc1)O[C@@H]2C,-3,x,9,3,-3,3,-3,0,-1,-1
COc1cc(NC(=O)c2cc3c(C)nc4ccccc4c3o2)cc(OC)c1OC,-3,1,4,4,3,6,0,7,-1,-5
CCOc1ccc(CCNC(=O)CCNC(=O)c2ccco2)cc1OCC,-6,6,-4,-1,-9,3,2,-1,2,0
COc1cccc(NC(=O)CN(C)C(=O)c2ccc(-c3ccccc3Cl)o2)c1,13,-21,1,0,-6,-2,4,-2,-1,-2
CCc1nc2c(OCCc3cccc(OC)c3)cccn2c1N(C=O)Cc1ccccc1,5,x,5,-3,1,0,-3,8,0,2
Cc1ccc2c(c1)NC(=O)C(CC(=O)NCc1ccc(F)cc1)O2 (stereo not given),5,-7,2,0,-8,-2,-3,0,2,-1
COc1ccccc1-c1nnc(SC(C(=O)c2c[nH]c3ccccc23)c2ccccc2)n1C (stereo not given),-42,-89,8,3,-11,-8,1,-20,-2,-4
C=CCOc1ccc(C=Nc2ccc(C)c(Cl)c2)c(O)c1,0,-2,1,0,4,2,-3,3,0,4
O=Nc1c(O)n(Cc2ccc(Cl)cc2Cl)c2ccccc12,-76,-99,15,1,-13,-5,-3,-77,-3,-2
CCOC(=O)Cn1nnc(-c2ccccc2)n1,-11,3,5,-3,-12,-2,-5,2,2,-10
COC(=O)N1CCCCC1c1cc(C(=O)NCc2ccccc2)no1 (stereo not given),-2,x,1,-9,-4,-1,-2,2,7,1
CC1C(O)=C(c2ccccc2)P(=O)(Cc2ccccc2)C1C (stereo not given),3,x,2,1,-4,-2,1,1,-2,1
COc1ccc(Nc2nccc(-c3cccc(N)c3)n2)cc1,4,2,-1,0,3,-5,0,9,-7,1
Cc1ccccc1OCCNc1ccc(C(F)(F)F)cc1[N+](=O)[O-],-11,-19,7,0,-1,3,-2,-3,-3,5
COc1cc2c(cc1OC)/C(=C/C(=O)c1ccccc1F)NCC2,-4,4,-3,0,-12,-1,-1,5,2,1
CN(C)c1ccc(NC(=O)c2ccc([N+](=O)[O-])cc2Cl)cc1,2,0,2,-1,7,-3,-1,2,-1,-1
CCc1cccc(CC)c1NC(=S)/C(=C(\[O-])c1ccc(Cl)s1)[n+]1ccccc1,9,11,-1,8,-3,-1,3,4,-1,-1
Nc1nc(-c2ccccc2Cl)cs1,5,x,5,4,5,3,-1,4,3,-7
CC(C)NC(=O)c1ccccc1NC(=O)Cc1ccc([N+](=O)[O-])cc1,2,-1,3,7,-3,8,-3,3,-7,0
O=C(NCCCN1CCOCC1)c1cc2cc(Br)ccc2oc1=O,8,-3,-8,1,1,2,-3,5,0,8
Cc1ccc(N2C(=O)c3ccc(C(=O)N4CCOCC4)cc3C2=O)cc1C,7,-8,-1,2,5,-2,-2,-12,1,1
CC(C)c1ccc(CN2CCC(C(=O)NCc3cccnc3)CC2)cc1,13,5,-3,3,-8,4,3,-5,2,-3
O=C(NCCNC(=O)c1cnccn1)c1ccc(Cl)cc1,-2,0,5,0,-4,-9,-2,-6,1,-1
O=C(CSCc1ccc([N+](=O)[O-])cc1)NN=C1CCCCCC1,1,-12,0,0,-2,1,-2,-3,-4,2
Cc1cc(Oc2ccc([N+](=O)[O-])cc2)nc(N2CCOCC2)n1,1,1,3,-4,-22,4,-4,2,6,-5
COC(=O)c1cnc(NNS(=O)(=O)c2ccc(Cl)cc2)nc1C(F)(F)F,-4,x,9,2,-18,-8,1,-12,2,0
CC(NC(=O)c1nn(C)c2c1CS(=O)(=O)c1ccccc1-2)c1ccccc1 (stereo not given),5,-3,-3,0,6,-8,0,-4,2,1
CCOC(=O)N/N=C/c1c[nH]c2ccccc12,5,3,0,-2,3,-5,1,7,-4,3
O=C(CNC(=O)c1ccc(Cl)cc1)OCCCOC(=O)CNC(=O)c1ccc(Cl)cc1,-1,-2,-3,4,-16,-9,0,-4,-6,-1
O=C(COC(=O)Cc1ccccc1[N+](=O)[O-])NCc1ccc(F)cc1,-1,0,-2,1,5,-2,1,3,-1,6
Cc1ccc(NC2CCCN(C(=O)c3cn4cc(Cl)ccc4n3)C2)cc1C (stereo not given),0,4,-2,2,0,1,2,2,2,6
CC(/C=C/c1ccccc1)=N/NC(=O)c1nc2nc(C)cc(C)n2n1,5,7,-2,0,-2,3,0,0,2,9
O=C(N=C1SC2CS(=O)(=O)CC2N1Cc1ccc(Cl)cc1)C1CCCO1 (stereo not given),4,7,3,1,-6,-8,-3,6,-2,4
Nc1nccnc1C(=O)OCC(=O)Nc1cccc(S(=O)(=O)N2CCCCC2)c1,1,-5,1,-2,1,4,-1,-5,3,2
CCn1c(COc2cccc3cccnc23)nnc1SCC(=O)OC,-9,5,-2,4,-4,6,-1,-6,2,-7
Cc1cc(Nc2cccc(F)c2)nc(N2CCOCC2)n1,-1,2,-9,-1,10,6,4,11,0,-4
CCN(CC)C(=S)NC(=O)c1ccc(Cl)cc1Cl,5,0,0,0,-2,4,-1,0,1,0
CCc1ccc(NC(=O)c2sc3nc(C)nc(N4CCN(c5ccccn5)CC4)c3c2C)cc1,-1,8,-1,3,4,1,7,1,0,5
COc1ccc(CCNC(=O)COc2cc(O)c3c(c2)OC(C)(C)CC3=O)cc1,0,-5,-4,1,2,-7,7,6,3,-2
Cc1ccc(S(=O)(=O)N2CCCCC2)cc1NC(=O)COC(=O)CN1C(=O)NC2(CC(C)CC(C)(C)C2)C1=O (stereo not given),-5,14,3,-2,3,-1,2,3,-2,0
Nc1nc2ccc(Cl)cc2cc1C(=O)NCCc1ccc(Cl)cc1Cl,-2,x,5,1,6,-7,1,12,-3,4
COc1ccc(NC(=O)CN2C(=O)CSC(C)C2=O)cc1 (stereo not given),2,1,4,-1,-16,2,-1,3,-5,0
CCCc1nc2c3ccccc3ccn2c1Cc1ccc(OC)cc1C,-28,x,0,8,-3,-4,16*,-6,4,-8
O=C(NCc1cccc(Cl)c1)c1ccc(-c2ccc(F)c(F)c2)c2ccoc12,-13,x,7,-1,-12,6,1,-20,5,-10
CS(=O)(=O)N1CCN(C(=O)Nc2ccccc2)CC1,0,-2,-2,1,5,2,2,-6,3,4

# Gathered by group, the compounds so far containing an aryl methoxy group.
SMILES,ABHD4 inh,HTRA1 inh,rCAG RNA binder,PRMT1 FP inh,TDP2 inh,GC-B act,MBD2 inh,SIAE inh,LEDGF integ inh,TCR CD3 inh
COc1cc(CNc2cc(C)ccc2C)cc(OC)c1OC,-5,3,-4,0,4,3,1,24*,-1,2
COc1ccc(C(c2sc3nc(C)nn3c2O)N2CCC(C(N)=O)CC2)cc1OC (stereo not given),7,-10,1,2,-1,2,0,4,-4,-6
COc1cc(-c2nc(C(=O)NCC3CCCO3)cc3c2[nH]c2ccccc23)cc(OC)c1OC (stereo not given),6,-53,4,1,-4,59*,-1,-9,-2,1
COc1cc(NC(=O)c2cc3c(C)nc4ccccc4c3o2)cc(OC)c1OC,-3,1,4,4,3,6,0,7,-1,-5
COc1cccc(NC(=O)CN(C)C(=O)c2ccc(-c3ccccc3Cl)o2)c1,13,-21,1,0,-6,-2,4,-2,-1,-2
CCc1nc2c(OCCc3cccc(OC)c3)cccn2c1N(C=O)Cc1ccccc1,5,x,5,-3,1,0,-3,8,0,2
COc1ccccc1-c1nnc(SC(C(=O)c2c[nH]c3ccccc23)c2ccccc2)n1C (stereo not given),-42,-89,8,3,-11,-8,1,-20,-2,-4
COc1ccc(Nc2nccc(-c3cccc(N)c3)n2)cc1,4,2,-1,0,3,-5,0,9,-7,1
COc1cc2c(cc1OC)/C(=C/C(=O)c1ccccc1F)NCC2,-4,4,-3,0,-12,-1,-1,5,2,1
COc1ccc(CCNC(=O)COc2cc(O)c3c(c2)OC(C)(C)CC3=O)cc1,0,-5,-4,1,2,-7,7,6,3,-2
COc1ccc(NC(=O)CN2C(=O)CSC(C)C2=O)cc1 (stereo not given),2,1,4,-1,-16,2,-1,3,-5,0
CCCc1nc2c3ccccc3ccn2c1Cc1ccc(OC)cc1C,-28,x,0,8,-3,-4,16*,-6,4,-8

# The list is partial; count on the stated rates, not on these rows.
